Compound activity deposited in PubChem by National Center for Advancing Translational Sciences (NCATS).
KB-V1 MDR tox – qHTS assay for MDR1-selective chemotherapeutics: Primary screen using the drug-selected MDR subline cells KB-V1; KB-V1 MDR cells viability, CellTiter-Glo, 72 h; Potency, µM (series often up to 46.1 µM), for inactives: at the top dose activity change, negative = cytotoxicity, hits mostly cytotoxic; 3.4% of 400,000 active; AID 1347076, 2019; further: potency means the concentration at half of the fitted maximal effect; on the % scale 0 is the no-effect control and ±100 the full control effect; nearly all actives have a fitted effect of over 60% in size
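Cytotoxicity toward P-gp-expressing KB-V1 cells was determined as loss of CellTiter-Glo luminescence after 72 h at 37 degrees C. Compounds were tested in quantitative HTS format across a concentration range, with curves fitted to normalized data.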
D3 ag – qHTS of D3 Dopamine Receptor Agonist: qHTS | D3R DiscoveRx beta-arrestin cells, luminescence, 90 min | max activation, % | D(3) dopamine receptor (Homo sapiens), P35462 | 0.58% of 410,000 active | AID 652048, 2013; in the data active means max activation above about 30%; further: 0% is about no effect; mostly tested at two doses, the higher about 12 µM
Target sequence (P35462 whole entry, looked up): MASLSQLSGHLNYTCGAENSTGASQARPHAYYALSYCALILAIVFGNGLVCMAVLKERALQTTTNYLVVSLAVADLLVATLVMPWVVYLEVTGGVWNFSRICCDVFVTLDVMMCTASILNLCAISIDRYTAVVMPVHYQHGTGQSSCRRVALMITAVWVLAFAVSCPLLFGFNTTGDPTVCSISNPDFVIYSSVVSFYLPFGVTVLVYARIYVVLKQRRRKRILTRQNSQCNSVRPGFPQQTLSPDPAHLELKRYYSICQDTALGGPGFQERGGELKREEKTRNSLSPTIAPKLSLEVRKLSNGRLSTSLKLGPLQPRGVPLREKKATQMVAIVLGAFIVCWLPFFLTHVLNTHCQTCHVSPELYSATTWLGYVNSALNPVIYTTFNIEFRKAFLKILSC
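Cells at 1500/well, incubated overnight, then treated with pinned compounds (dopamine as control) for 90 min at 37 degrees C. DiscoveRx reagent added for 30 - 60 minutes at room temperature; luminescence read.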
HT1080NT lethal – qHTS for induction of synthetic lethality in tumor cells producing 2HG: qHTS for the HT-1080-NT fibrosarcoma cell line; 1.6% of 360,000 active; Potency, µM (top dose mostly 46.1 µM), for inactives: top-dose activity, negative = less viability, actives largely listed as cytotoxic; HT-1080-NT fibrosarcoma viability, CellTiter-Glo ATP luminescence, 48 h;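 further: NT is the 2HG producing partner of a matched IDH1 knockdown line; potency means the concentration at half of the fitted maximal effect; 0% = DMSO-treated cells and -100% = media-only wells without cells; nearly all actives have a fitted effect of over 55% in size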
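750 cells/well, RPMI + 5% FBS; 2 h settle, compound pin-transfer, 48 h at 37 degrees C. CellTiter-Glo 10 min RT, luminescence. Normalized to DMSO and media-only wells.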
IL1B secr inh – qHTS for Inhibitors of Inflammasome Signaling: IL-1-beta AlphaLISA Primary Screen; THP-1 LPS/ATP IL-1B secretion, AlphaLISA, 16 h; stronger effect = lower value; activity change, % at 57.5 µM; 4.7% of 360,000 active; in the data active means activity change below about -50%; inconclusive means mostly about -30% to -49%; further: on the % scale 0 is the no-effect control and ±100 the full control effect
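THP-1 cells pretreated 1 hr with compounds (up to 57.5 uM final), then stimulated with LPS (250 ng/mL final) plus ATP (1.25 mM final); secreted IL-1B measured by AlphaLISA after 16 hr, decreased signal indicating inhibition.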
GLP1R ag – qHTS of GLP-1 Receptor Agonists. 0.007% of 380,000 active. Glucagon-like peptide 1 receptor (Homo sapiens), P43220. HEK293 GLP-1R CRE-luciferase, luminescence, 4-6 h; cells express a hypersensitive GLP-1R form. Potency, µM (top dose mostly 45.6 µM), for inactives: at the highest dose activation, usual class: activators. AID 624172, 2012; further: potency means the concentration at half of the fitted maximal effect; % of control where 0% means no effect
Target sequence (P43220 whole entry, looked up): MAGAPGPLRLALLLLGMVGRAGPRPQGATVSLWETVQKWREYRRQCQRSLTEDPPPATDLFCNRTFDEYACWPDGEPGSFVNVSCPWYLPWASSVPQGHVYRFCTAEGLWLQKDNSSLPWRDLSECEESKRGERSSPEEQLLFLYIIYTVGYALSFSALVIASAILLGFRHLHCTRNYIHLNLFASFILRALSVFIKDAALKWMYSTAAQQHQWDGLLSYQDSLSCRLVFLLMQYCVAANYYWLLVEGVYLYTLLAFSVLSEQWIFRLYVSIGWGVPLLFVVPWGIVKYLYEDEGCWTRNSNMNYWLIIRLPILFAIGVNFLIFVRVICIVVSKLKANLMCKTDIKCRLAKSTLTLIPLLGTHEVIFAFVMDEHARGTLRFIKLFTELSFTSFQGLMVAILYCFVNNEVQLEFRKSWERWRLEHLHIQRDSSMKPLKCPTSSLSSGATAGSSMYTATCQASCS
D3 antag – qHTS of D3 Dopamine Receptor Antagonist: qHTS; D(3) dopamine receptor (Homo sapiens), P35462; D3R cells, DiscoveRx beta-arrestin luminescence, antagonist mode; stronger effect = lower value; max response, negative = inhibition, %; 2.5% of 360,000 active; in the data active means max response below about -50%; inconclusive means no clear call, values can overlap the other calls; further: on the % scale 0 is the no-effect control and ±100 the full control effect; mostly tested at two doses, the higher about 12 µM
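Cells plated overnight at 1500 cells/well, then exposed to library compounds with dopamine controls for 90 minutes at 37 degrees C. DiscoveRx reagent added for 30–60 minutes at room temperature; luminescence read, quantitative HTS format.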
KB-3-1 cytotox – qHTS assay for MDR1-selective chemotherapeutics: Primary screen using the parental adenocarcinoma cell KB-3-1 | KB-3-1 viability, CellTiter-Glo ATP luminescence, 72 h | Potency, µM (top dose mostly 46.1 µM), inactives show top-dose activity change, negative = cytotoxic, hits mostly cytotoxic | 1.4% of 400,000 active | AID 1347075, 2019; further: potency means the concentration at half of the fitted maximal effect; on the % scale 0 is the no-effect control and ±100 the full control effect; nearly all actives have a fitted effect of over 60% in size
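Cytotoxicity in the drug-sensitive parental line KB-3-1 was scored as loss of CellTiter-Glo luminescence following 72 h incubation with compound. Values come from curve fitting of normalized concentration-response data.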
HT1080 IDH1KD tx – qHTS for induction of synthetic lethality in tumor cells producing 2HG: qHTS for the HT-1080-IDH1KD cell line; HT-1080 IDH1 knockdown viability, ATP luminescence, 48 h; Potency, µM (highest dose often 46.1 µM), for inactives: at the top dose activity, negative = toxicity, usual class: cytotoxic; 2% of 360,000 active; AID 686971, 2013;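 further: potency means the concentration at half of the fitted maximal effect; 0% = DMSO wells and -100% = cell-free medium wells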
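Luminescent ATP read-out (CellTiter-Glo, 10 min at room temperature) after 48 h compound exposure at 37 °C gave viability of IDH1-knockdown HT-1080 cells. Activity was normalised to DMSO and cell-free wells, then fitted as concentration-response curves.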
SW480 rereplic – A quantitative high throughput screen for small molecules that induce DNA re-replication in SW480 colon adenocarcinoma cells; 1.8% of 340,000 active; AID 624297, 2012; SW480 DNA re-replication, Hoechst DNA content imaging, 48 h; Potency, µM (top dose mostly 46.1 µM), for the others: at the highest dose re-replication activation, actives largely listed as activators; further: potency means the concentration at half of the fitted maximal effect; % of control where 0% means no effect; nearly all actives have a fitted effect of over 55% in size
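Readout is total intensity of Hoechst-stained nuclei, excited at 405 nm and collected at 500-530 nm. Compound treatment lasted 48 hr at 37 C in 5% CO2 before staining.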
Active calls of the source: *; u = inconclusive; x = not tested or not shown; [ ] = another dose, or the depositor's remark. Unless noted, the call rests on the fitted dose curve; in most records, active means well fitted curve in the direction sought with a large enough effect; inconclusive means small, poorly fitted or top-dose-only effect, or another doubt; inactive means no such curve, though single readings can be large; an effect the other way counts as inactive or inconclusive.

SMILES,D3 ag,HT1080 IDH1KD tx,KB-V1 MDR tox,D3 antag,KB-3-1 cytotox,HT1080NT lethal,IL1B secr inh,SW480 rereplic,GLP1R ag
Cc1nc(N)nc(Cl)c1CCC1OCCO1,14.8,-1.5%,u,2.4,-26.8%,10.5%,13.3,-1.4%,19.6%
COc1ccc(C2(CNC(=O)c3cccc([N+](=O)[O-])c3)CCOCC2)cc1,4.9,6.0%,-0.8%,0.0,4.8%,8.4%,21.2,0.5%,4.9%
C/C(CC(=O)Nc1ccc2c(c1)OCCO2)=N\NC(=O)Cc1ccccc1,3.1,15.0%,3.5%,4.3,13.6%,16.1%,21.6,-6.9%,8.2%
O=C(N/N=C/C(Br)=C/c1ccccc1)c1n[nH]c2c1CCC2,0.8,7.94µM*,0.2%,-22.8,-1.0%,u,-11.8,u,0.6%
CC(C)(C)NC(=O)C(c1ccc(O)cc1)N(C(=O)CCC(=O)Nc1ccccn1)c1ccc(F)cc1 (centres undefined),-4.8,-7.3%,-1.2%,-15.8,2.8%,-1.2%,11.4,10.2%,3.8%
CCCCNC(=S)NNC(=O)c1csc2ccccc12,-15.0,1.8%,12.4%,-23.2,11.2%,u,-27.6,5.2%,-3.0%
CCOc1cc(/C=C2\C(=O)N(c3nc(-c4ccc(Br)cc4)cs3)N=C2c2ccccc2)ccc1O,0.3,u,-0.7%,-19.3,-21.2%,u,-23.7,3.4%,-12.7%
COC(=O)c1cc2c(ccn2-c2ccc(F)cc2)n1CC(=O)C(C)(C)C,0.5,-12.2%,-24.1%,-0.2,-0.3%,2.9%,-10.8,-2.1%,16.6%
CS(=O)(=O)Nc1ccc2c(c1)OCC(=O)N2Cc1ccccc1,8.1,-0.5%,-0.5%,-12.9,9.2%,-6.7%,2.0,u,-5.4%
C=Cc1ccc(Cn2c(=O)n(CCCOC)c(=O)c3sccc32)cc1,3.1,-2.8%,-11.7%,12.5,0.2%,-5.6%,-88.0*,24.5%,25.7%
COc1ccc(NC(=O)N(C)C[C@@H]2OCc3cnnn3CCCC(=O)N([C@H](C)CO)C[C@H]2C)cc1,3.6,5.2%,12.6%,41.3,23.7%,-1.8%,20.9,x,-7.7%
O=C(CN1C(=O)NC2(CCCCC2)C1=O)Nc1ccc(F)cc1,-0.2,-0.1%,0.0%,-2.7,4.2%,10.1%,25.0,5.3%,7.9%
CCCN(C(=O)CSc1ncccn1)C1CCS(=O)(=O)C1 (centres undefined),0.4,9.5%,9.1%,0.9,-0.1%,7.9%,5.0,2.2%,3.4%
CC1CC(C)CN(C(=O)C(C)N2CCN(S(=O)(=O)c3cccs3)CC2)C1 (centres undefined),-5.5,7.7%,-2.5%,-20.4,14.4%,0.0%,1.7,-3.3%,5.1%
O=C(Nc1ccc(S(=O)(=O)N2CCOCC2)cc1)c1ccc(Cl)cc1,0.2,-1.4%,u,-21.8,-25.4%,-12.9%,-6.4,-6.2%,2.2%

2 entries from above in another layout.
Value order: D3 ag | HT1080 IDH1KD tx | KB-V1 MDR tox | D3 antag | KB-3-1 cytotox | HT1080NT lethal | IL1B secr inh | SW480 rereplic | GLP1R ag
> C/C(CC(=O)Nc1ccc2c(c1)OCCO2)=N\NC(=O)Cc1ccccc1
    3.1 | 15.0% | 3.5% | 4.3 | 13.6% | 16.1% | 21.6 | -6.9% | 8.2%
> O=C(N/N=C/C(Br)=C/c1ccccc1)c1n[nH]c2c1CCC2
    0.8 | 7.94µM* | 0.2% | -22.8 | -1.0% | u | -11.8 | u | 0.6%

Later entries.
SMILES,D3 ag,HT1080 IDH1KD tx,KB-V1 MDR tox,D3 antag,KB-3-1 cytotox,HT1080NT lethal,IL1B secr inh,SW480 rereplic,GLP1R ag
CCCn1nnnc1NCc1cccc(OC)c1,1.7,18.0%,9.3%,19.6,5.0%,10.3%,13.9,-0.8%,-1.1%
COc1ccc(CN2CCNC(=O)C2CC(=O)NCCc2nc(C)c(C)s2)c(OC)c1 (centres undefined),-15.1,-0.2%,3.7%,-7.4,-17.6%,-4.1%,-4.3,-14.0%,9.9%
Cc1nn(C)cc1C(=O)Nc1ccc2c(c1)OCCO2,-3.9,-0.2%,15.3%,-7.0,-8.3%,-9.6%,8.1,-9.3%,0.5%
CC(CNC(=O)COc1ccccc1)OC(=O)Nc1cccc(Cl)c1 (centres undefined),3.6,-15.5%,u,10.6,7.7%,-16.7%,11.9,-3.0%,14.1%
Cc1ccccc1-c1nc(CN2CCC(C(=O)NC3CCCCC3)CC2)c(C)o1,-5.4,-1.5%,-4.0%,6.5,7.2%,2.0%,-2.1,-12.8%,-6.2%
Cc1cccc(NC(=S)NCc2ccco2)c1C,4.2,12.4%,14.2%,-3.7,3.3%,3.1%,-4.3,-3.5%,-2.1%
NNC(=O)c1cc2c(s1)-c1cc(Cl)ccc1SC2,9.6,u,-21.0%,5.5,u,u,46.4,29.1µM*,6.8%
CCn1c(SCC(=O)Nc2nc3ccc(OC)cc3s2)nnc1-c1ccoc1C,1.7,-8.0%,-14.1%,u,-9.7%,0.4%,16.6,u,7.1%
O=C(NCc1c(Cl)cccc1Oc1ccccc1)c1ccccc1,29.7,-22.3%,11.6µM*,4.7,-8.2%,-18.0%,x,-50.6%[inhibitor],18.7%
CC(C)(C)NC(=O)CSc1nc(N)c(NC(=O)c2ccccc2F)c(=O)[nH]1,1.5,17.8%,6.0%,6.2,-2.8%,9.1%,-6.4,-13.8%,-1.4%
O=C(NCc1ccco1)c1ccc2c(=O)n(-c3ccccc3)c(=S)[nH]c2c1,-3.1,-3.9%,6.8%,-0.1,-10.5%,-5.3%,16.0,-8.6%,-9.1%
CN1CCN(c2ccccc2NC(=O)c2ccc(-c3ccccc3)cc2)CC1,-7.0,u,-11.9%,12.8,u,u,-59.3*,17.7%,-30.0%[inhibitor]
O=C(c1cc(Br)ccc1Cl)N1CCN(c2ncccn2)CC1,12.1,-9.7%,-0.7%,1.3,13.6%,-14.3%,23.6,23.5%,18.1%
COc1cc(/C=C(\NC(=O)c2cc(OC)c(OC)c(OC)c2)C(=O)NC(C(=O)O)c2ccccc2)cc(OC)c1OC (centres undefined),-21.0,1.1%,x,-9.1,x,11.9%,12.6,-3.8%,10.0%
Cc1cc(C)cc(OCc2nnc(SCC(=O)NC3CC3)n2C)c1,-5.3,9.8%,8.1%,5.2,6.1%,7.5%,33.6,-0.1%,2.3%
COC(=O)c1ccc(NC(=O)CS(=O)(=O)c2ccccc2)cc1,-3.3,3.4%,1.6%,0.0,-0.5%,9.0%,-13.7,-11.4%,-2.7%
Cc1cccc2sc(NC(=O)C3c4ccccc4Oc4ccccc43)nc12,-7.7,u,u,-15.9,-13.8%,-24.6%[9.24 µM],-4.5,u,-15.2%
Cc1c(N2C(=O)CSC2=S)c(=O)n(-c2ccccc2)n1C,1.1,-5.5%,4.8%,-11.9,u,-13.3%,-77.4*,-4.7%,0.0%
O=C(c1ccc(Cl)cc1)N1CCC(N2CCC(C(=O)N3CCOCC3)CC2)CC1,-24.4,-9.8%,x,0.0,x,0.3%,-7.2,1.9%,5.0%
O=C(N/N=C/c1ccc(O)cc1)/C(=C/c1ccc([N+](=O)[O-])cc1)NC(=O)c1ccccc1,0.4,-10.7%,14.9%,-52.3*,12.0%,-11.7%,-29.0,-8.3%,2.6%
CC(C)(C)OC(=O)N1CCC(NC(=O)c2[nH]cnc2C(=O)Nc2ccc(Br)cc2F)CC1,1.5,10.6%,u,0.3,u,9.8%,2.3,x,0.7%
Fc1ccc(COc2ccc(Br)cc2CNCC2CCCO2)cc1 (centres undefined),-2.8,u,0.0%,3.0,-18.8%,u,-73.5*,62.1%,-2.1%
O=C(NC1(C(F)(F)F)N=C2SCCN2C1=O)C1CCCCC1 (centres undefined),5.9,9.1%,20.2%,-2.3,3.9%,11.2%,40.5,-2.5%,-0.5%
O=C(COc1ccc(Br)cc1)NCCNC(=O)c1ccncc1,-12.5,-0.9%,x,-12.0,x,0.0%,9.6,-5.2%,3.5%
COc1ccc2c(c1)CSC(c1ccccc1)C2=O (centres undefined),-4.1,3.2%,0.4%,-6.9,-20.9%,u,u,x,-2.4%
C1CCN(Cc2nnnn2C2CCCC2)CC1,-3.8,12.8%,-13.1%,-7.8,3.6%,1.7%,-9.5,-3.9%,-0.9%
Cc1cc(OCC(=O)NCc2cccnc2)c2c(C)c(C)c(=O)oc2c1,4.6,8.0%,-23.3%,13.9,-4.8%,18.8%,5.2,7.6%,7.1%
CCCCCC(=O)OCc1ccc(C2=CC(=O)CC(C)(C)C2=O)cc1,3.6,17.0%,17.1%,-23.7,0.0%,5.7%,-5.3,x,6.7%
CCCCCCn1c(N2CCCC2)nc2c1c(=O)[nH]c(=O)n2C,4.4,-18.4%,-1.9%,4.5,-4.7%,-1.0%,0.6,-4.6%,16.6%
